High-throughput results as filed in PubChem.
BaF3 parental: parental Ba/F3 cell viability inhibition, counter-screen for JAK2V617F inhibitor project, murine pro-B, CellTiter-Glo luminescence; inhibition, % at 5.6 µM; CellTiter-Glo ATP luminescence; hit rate 1.1% among 220,000; AID 1486, 2009;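 active means inhibition above a per-campaign cutoff, the mean inhibition of all tested compounds plus 3 SD, cut at about 27% in these data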;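 further: 0% = DMSO wells and 100% = JAK Inhibitor I control wells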
RBBP9 inh: human RBBP9 inhibitors, primary screen, biochemical, fluorescence polarization, FP-Rh probe, HTS | hit rate 0.2% among 220,000 | inhibition, % at 7.94 µM | recombinant RBBP9 | AID 1515, 2009 | Serine hydrolase RBBP9 (Homo sapiens), O75884;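 active means inhibition above the campaign mean of all tested compounds plus 3 SD, cut at about 14% in these data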;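 further: plate controls were DMSO wells with RBBP9 for no effect and wells lacking RBBP9 protein for full effect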
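System: RBBP9 protein / Buffer or medium: Tris/NaCl buffer pH 8.0 with 0.1% Pluronic / Probe or stimulus: Serine-hydrolase probe FP-Rh, 375 nM pre-mixing / Dosing: 7.94 µM single dose, 0.794% DMSO / Times: enzyme-compound preincubation 30 min, then probe labeling 45 min, 25 °C / Technique: fluorescence polarization (mP), excitation 525 nm, emission 598 nm / Replication: singlicate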
Furin inh: human furin inhibitors, primary screen, biochemical, fluorescence intensity; P09958; purified furin, fluorogenic substrate cleavage; inhibition, % at 30 µM; hit rate 0.061% among 220,000; in the data active means inhibition above about 25%; further: inactives centre near -15
Tb hexokinase: Trypanosoma brucei hexokinase 1 inhibitors, primary screen, biochemical, G6PDH-coupled NADH absorbance, MLSCN library; recombinant TbHK1, G6PDH-coupled NADH A340; inhibition, % at 10 µM; hit rate 0.11% among 220,000;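 active means inhibition of 50% or more in the single-dose primary screen; inactive means inhibition below 50%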
EP2 antag: human EP2 receptor antagonists, primary screen, TR-FRET cAMP, C6 glioma cells; Prostaglandin E2 receptor EP2 subtype (Homo sapiens), P43116; AID 1422, 2008; inhibition, % at 25 µM; hit rate 0.52% among 260,000; C6 glioma cells expressing human EP2; cells stimulated with saturating PGE2;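 active means percent inhibition above 40 after rounding to a whole number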;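 further: rat C6 glioma host cells with rolipram phosphodiesterase inhibitor present; the protocol text gives 20 µM as final concentration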
PPC-1+TRAIL kill: compounds killing PPC-1 cancer cells with TRAIL present, primary screen, TRAIL potentiator project, ATPLite luminescence, uHTS; cell killing (% activity), % at 4 µM; PPC-1 cells + TRAIL, ATPLite viability luminescence; hit rate 0.41% among 220,000;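 active means cell killing above 50% in the first pass at 4 µM, then a duplicate retest at 5 µM averaging 50% or more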;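 further: plate controls were cells with TRAIL plus DMSO for no effect and medium-only wells lacking cells for full effect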
NCF1 inh: p47phox/p22phox peptide binding inhibitors, primary screen, biochemical, uHTS, NADPH oxidase regulatory subunit; Neutrophil cytosol factor 1 (Homo sapiens), P14598; fluorescence polarization, 2 h; inhibition, % at 24.7 µM; hit rate 0.53% among 220,000;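 active means inhibition above about 30%, limit read from the data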;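 further: 0% = p47phox with labelled peptide and 100% = labelled peptide alone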
Ba/F3 V617F tox: reduced viability of JAK2V617F-dependent Ba/F3 cells, primary screen, JAK2V617F inhibitor project, cell-based, Ba/F3 EpoR-JAK2V617F, luminescence. ATP luminescence. inhibition, % at 5.6 µM. hit rate 1.1% among 220,000;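 active means inhibition above the campaign mean plus 3 SD over all tested compounds, cut at about 24% in these data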;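 further: cytokine-independent growth of Ba/F3 cells driven by EpoR plus mutant JAK2; 0% = DMSO-treated cells and 100% = JAK inhibitor I control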
p97 ATPase inh: inhibitors of human p97 ATPase, primary screen, biochemical; Transitional endoplasmic reticulum ATPase (Homo sapiens), P55072; recombinant p97 ATPase, Kinase-Glo ATP luminescence, 3 h; inhibition, % at 8 µM; hit rate 0.42% among 220,000; AID 1481, 2009; in the data active means inhibition above about 15%;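 further: 0% = DMSO vehicle and 100% = wells lacking enzyme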
Target sequence (P55072 whole entry, looked up): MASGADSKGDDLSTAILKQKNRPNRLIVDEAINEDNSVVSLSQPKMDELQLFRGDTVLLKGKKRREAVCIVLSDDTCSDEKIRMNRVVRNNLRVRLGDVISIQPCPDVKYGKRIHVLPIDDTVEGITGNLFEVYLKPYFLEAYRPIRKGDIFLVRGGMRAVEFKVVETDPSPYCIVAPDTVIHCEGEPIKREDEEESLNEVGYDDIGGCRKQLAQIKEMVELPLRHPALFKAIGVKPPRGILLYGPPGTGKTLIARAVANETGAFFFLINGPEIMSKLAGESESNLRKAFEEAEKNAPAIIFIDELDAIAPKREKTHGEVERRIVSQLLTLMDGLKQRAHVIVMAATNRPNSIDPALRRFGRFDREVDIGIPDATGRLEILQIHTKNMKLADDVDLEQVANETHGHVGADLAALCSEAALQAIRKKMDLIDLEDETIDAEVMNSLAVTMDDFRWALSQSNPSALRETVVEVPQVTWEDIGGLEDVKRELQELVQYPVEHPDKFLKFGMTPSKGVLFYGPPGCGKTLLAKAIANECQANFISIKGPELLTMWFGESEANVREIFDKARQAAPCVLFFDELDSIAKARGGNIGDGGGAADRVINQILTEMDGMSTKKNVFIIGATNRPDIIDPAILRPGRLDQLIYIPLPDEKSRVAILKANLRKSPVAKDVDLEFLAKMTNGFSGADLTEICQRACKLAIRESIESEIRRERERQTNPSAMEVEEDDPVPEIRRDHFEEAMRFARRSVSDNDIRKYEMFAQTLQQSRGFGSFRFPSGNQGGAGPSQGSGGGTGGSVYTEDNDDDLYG
* marks the source's active call; other numbers are inactive results; / = no result given; & = joins results of further samples; [ ] = dose if it differs, or a comment.

#	SMILES	BaF3 parental	RBBP9 inh	Furin inh	Tb hexokinase	EP2 antag	PPC-1+TRAIL kill	NCF1 inh	Ba/F3 V617F tox	p97 ATPase inh
1	Cn1c(=O)c2c(n(C)c1=O)=NC1(CCCCC1)ON=2	0	2	-16	-3	9	22	-8	-4	4
2	Cc1ccc(C(C(=O)NC2CCCCC2)N(C(=O)Cc2c[nH]c3ccccc23)c2ccccc2C)o1 (stereo unspecified)	8	2	-22	-14	3	-23	-15	1	3
3	O=C(O)COCC(=O)NCc1nc(-c2ccc(C(F)(F)F)cc2)no1	-1	-5	-23	3	3	23	-6	1	2
4	Cc1cccc(CSc2nn3c(=O)c(C)nnc3s2)c1	1	-4	-14	-15	4	12	1	1	-4
5	CC(C)S(=O)(=O)c1csc(NC(=O)Nc2cc(Cl)ccc2Cl)c1Cl	0	-7	-9	2	37	21	-49	-3	5
6	O=C1CSC(c2ccccc2)N1c1nnc(C23CC4CC(CC(C4)C2)C3)s1 (stereo unspecified)	2	-3	-23[20 µM]	-7	7	24	-12	-5	3
7	Cc1cc(C)c2c(CN3CCN(Cc4ccc5c(c4)OCO5)CC3)cc(=O)oc2c1	4	-11	-18	-7	3	-10	-8	-4	0
8	O=C(CSc1nnc(CN2CCCCC2)n1-c1ccccc1)c1ccc2c(c1)OCO2	9	-8	-18	-12	10	5	-15	4	-5
9	CC(C)(C)N/C=C(\C#N)S(=O)(=O)c1ccc(Br)cc1	4	-10	-27	-3	8	-2	1	-1	1
10	Nc1cccc(S(=O)(=O)Nc2ccc(SC(F)F)cc2)c1	2	-1	-23	5	8	10	-12	-2	2
11	NS(=O)(=O)c1ccc(CNC(=O)/C=C/c2ccco2)cc1	56*	-14	-11	8	9	1	-5	93*	1
12	CCOC(=O)c1c(-c2ccc(OC)cc2)nc2nonc2c1N	3	4	-18[20 µM]	-16	5	-1	1	-1	3
13	Cc1ccccc1NS(=O)(=O)c1ccc(NC(=O)CSCc2ccc(Br)cc2)cc1	1	-41	-5[20 µM]	4	5	-3	-8	-2	3
14	CN(c1ccccc1)c1nc(-n2ccnc2)nc(-n2ccnc2)n1	5	1	-21	-1	/	20	2	0	-2
15	O=C(CNC(=O)c1ccc(Cl)cc1)N/N=C/C=C/c1ccccc1	8	0	-3	-7	9	27	2	4	-1
16	Cc1ccc2nc3c(cc2c1)c(NC(=O)C1CCCO1)nn3CC(C)C (stereo unspecified)	4	-2	-25[20 µM]	-1	9	-21	-3	-1	0
17	Cc1cc(C)cc(N(CC(=O)NCc2ccco2)C(=O)CCC(=O)Nc2ccccn2)c1	0	-9	-16	-5	13	17	-8	0	-3
18	Cc1ccnc(NC(c2ccccn2)c2c(C)[nH]c3ccccc23)c1 (stereo unspecified)	3	-6	-9	1	6	-16	18	1	4
19	Cc1ccc(Cn2nc(C)c(NC(=O)CCCn3nc([N+](=O)[O-])c(Cl)c3C)c2C)cc1	5	-12	-10	-3	5	18	-1	1	-2
20	O=C1N/C(=C/c2ccc(N3CCOCC3)o2)C(=O)N1c1cccc(Cl)c1	-4	4	-8	-6	12	15	-57	-1	5
21	O=C(N/N=C/c1cccs1)C1COc2ccccc2O1 (stereo unspecified)	1	-9	-11[20 µM]	-7	14	24	0	0	3
22	O=C(Nc1ccc2c(c1)OCCO2)c1ccc(NC(=O)C2CCCO2)cc1 (stereo unspecified)	0	5	-10	-1	9	-1	-7	-4	1
23	CCC(C)N(C(=O)COC(=O)CNC(=O)c1ccccc1F)C1CCS(=O)(=O)C1 (stereo unspecified)	3	-4	-18	-3	6	23	10	1	1
24	O=C(Nc1cccc(S(=O)(=O)N2CCOCC2)c1)[C@@H]1CCCN1S(=O)(=O)c1ccc(Cl)cc1	7	-5	-24	-1	5	30	-27	-2	4
25	Cc1ccccc1Nc1c([N+](=O)[O-])ccc2c1=NC1(CCCCC1)N=2	3	-11	-8	-1	6	13	-90	0	1
26	COCCN1CCC(CNCc2cn[nH]c2-c2ccc(C)c(C)c2)C1 (stereo unspecified)	11	-1	-20	-5	3	2	1	4	3
27	CN(C)/C=C1\C(=O)N(c2ccc(F)cc2F)C(c2cccnc2)S1(=O)=O (stereo unspecified)	3	-1	-16	-7	4	9	-14	-3	5
28	C=CCNC(=S)N1CCN(CCN=CC2=C(O)CC(c3ccc(Cl)cc3)CC2=O)CC1 (stereo unspecified)	3	0	-22	-8	4	-6	-6	1	5
29	O=C(NC1CCc2ccccc21)C1CCN(S(=O)(=O)c2ccc(-n3cnnn3)cc2)CC1 (stereo unspecified)	2	-5	-9[20 µM]	2	15	36	-2	-1	5
30	O=C(O)CCS(=O)(=O)c1nc(-c2cccs2)cc(C(F)(F)F)n1	6	4	-10[20 µM]	-47	9	-8	-8	4	-3
31	COC(=O)N1C/C=C\C(c2ccc(OC)cc2)N(Cc2ccc(F)cc2)C(=O)C1 (stereo unspecified)	/	/	-29	-9	3	4	-1	/	/
32	Cc1cccc(NC(=O)CCC(=O)N/N=C/c2cc([N+](=O)[O-])ccc2O)c1	2	-10	-15	-8	10	3	4	4	-9
33	O=C(O)c1ccc(NC(=S)Nc2ccccc2)cc1	-1	4	-16	32	7	26	-13	-3	2
34	O=C(Nc1ccccc1N1CCN(c2ccccc2)CC1)c1ccccc1F	0	-6	-17	-5	6	12	-16	-1	7
35	Cc1ccc(CN2CCN(CC(=O)N/N=C/c3ccccc3F)CC2)cc1	-3	-6	-18	3	7	5	4	-1	0
36	CCOC(=O)c1n[nH]n(-c2cc(Cl)cc(Cl)c2)c1=O	-3	1	1	0	13	5	-16	-1	5
37	CCCNC(=O)NCCc1c(C)[nH]c2ccccc12	4	-7	0	2	4	-4	-5	4	-6
38	O=[N+]([O-])c1cc(S(=O)(=O)N2CCOCC2)ccc1N1CCCC1	-1	-6	-16	-3	4	19	-4	-5	6
39	COc1ccc(C(C)(C)C)cc1NC(=O)c1cncc(Br)c1	4	-7	-13[20 µM]	-3	10	8	-14	0	-3
40	CCN(CCCn1c(SCC#N)nc2ccccc2c1=O)c1ccccc1	7	-1	0	15	5	9	-18	0	0
41	CCC(CC)C(=O)Nc1cc(NC(=O)C(CC)CC)cc(C(=O)O)c1	5	-2	-18[20 µM]	-2	16	25	-14	-4	5
42	Cc1ccc(C)c(NC(=O)Cc2csc(-c3ccccc3)n2)c1	7	0	-21	-3	0	8	-19	3	-6
43	CCOC(=O)CSc1n[nH]c(NC(=O)c2ccccc2)n1	1	1	-12	-2	8	-1	1	1	6
44	O=c1c2c(nc3nc(COc4ccccc4)[nH]n13)CCC2	1	-6	-14[20 µM]	2	23	6	-10	-5	2
45	COc1cc(CNCc2ccccn2)ccc1OCc1ccc(Cl)cc1	6	-5	-14	3	6	12	-7	2	-2
46	COc1ccc(NC(=O)C2CCCN2C(=O)Nc2cccc(F)c2)cc1 (stereo unspecified)	5	-2	-24	10	9&5	11	-1	-2	6
47	CC(=O)N1CCC(Nc2ccc(C)cc2)CC1	6	-5	-20	-5	7	-1	4	0	-4
48	Cc1ccccc1-c1nc(CS(=O)(=O)CC(=O)N2CCc3ccccc32)c(C)o1	3	7	-11	-4	8	/	0	1	4
49	Cc1noc(C)c1CCC(=O)N1CCCC(CCC(=O)NCc2ccc(F)c(F)c2)C1 (stereo unspecified)	14	-1	-18	-7	9	7	2	1	1
50	Cc1sc2ncnc(N3CCOCC3)c2c1C	4	0	-7[20 µM]	-5	20	14	1	0	1
51	COC(=O)c1c(NC(=O)c2nn(C)cc2Cl)sc2c1CCCC2	12	1	-23	-18	6	15	-6	2	2
52	C[C@]12CCC3c4ccc(OCC(=O)O)cc4CCC3C1CCC2=O (stereo partly specified)	1	-9	-15	5	3	-4	-2	5	-2
53	CCN1CCN(CC(=O)Nc2ccc(Cl)c(S(=O)(=O)N(C)C)c2)CC1	4	-10	-18	6	3	23	-3	-1	3
54	Cc1[nH]c2ccccc2c1/C=N/NC(=O)c1cc(C(C)C)[nH]n1	3	6	-5	-63	5	4	-36	-5	17*
55	NCc1ccc2[nH]c(=O)[nH]c2c1	4	6	-14	1	13&0	10	-5	1	6
56	CC(=O)c1sc(N/N=C/c2ccc(C(C)C)cc2)nc1C	7	-4	-20	-17	7	25	-18	0	0
57	CCOCCCN(Cc1ccco1)C(=O)c1cc2c(=O)[nH]c3ccc(C)cc3c2s1	9	-13	1	-16	11	0	-21	4	-9
58	CN(Cc1ccc(F)cc1)C(=O)COc1ccccc1-c1ccccc1	3	-5	0	4	6	-10	-1	4	-9
59	Cc1nc2ccccn2c1-c1csc(NCc2ccco2)n1	1	-1	-7[20 µM]	0	10	9	-13	-1	-1
60	O=C(CCCN1C(=O)/C(=C/c2ccccc2Cl)SC1=S)NNC(=O)c1ccc(Cl)cc1Cl	0	0	-14	-4	3	9	-3	5	-5
61	O=C(Nn1c(-c2ccccc2)nc2ccccc2c1=O)c1cccs1	3	-5	-13	6	1	24	1	-5	5

This is a subset, so the mix of outcomes need not match the whole.
